Rab9 prom act – activates the Rab9 promoter; Huh7 Rab9 promoter-luciferase reporter, luminescence, 24 h; Potency, µM (highest dose often 9.22 µM), for inactives: at the top dose activation, negative = inhibition, hits mostly activators; 2.8% of 320,000 active; note: potency is the fitted concentration of half-maximal effect; % of control where 0% means no effect; nearly all actives have a fitted effect of over 60% in size
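Stable Rab9-luc Huh7, 1500 cells/well, 2 h settle; cmpd in DMSO, 24 h, 37 °C/5% CO2; luciferase reagent 10 min RT; luminescence.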
PKM2 act – increases activity of human pyruvate kinase M2. Potency, µM (doses to about 57.5 µM), for inactives: top-dose activation, usual class: activators. 0.34% of 260,000 active. purified PKM2, Kinase-Glo ATP luminescence, activation; response scale: 0% is enzyme alone, no compound. AID 1631. P14618; note: potency is the fitted concentration of half-maximal effect; % is set by controls: 0 for no effect and ±100 for the full control effect; nearly all actives have a fitted effect of over 55% in size
Target sequence (P14618 whole entry, looked up): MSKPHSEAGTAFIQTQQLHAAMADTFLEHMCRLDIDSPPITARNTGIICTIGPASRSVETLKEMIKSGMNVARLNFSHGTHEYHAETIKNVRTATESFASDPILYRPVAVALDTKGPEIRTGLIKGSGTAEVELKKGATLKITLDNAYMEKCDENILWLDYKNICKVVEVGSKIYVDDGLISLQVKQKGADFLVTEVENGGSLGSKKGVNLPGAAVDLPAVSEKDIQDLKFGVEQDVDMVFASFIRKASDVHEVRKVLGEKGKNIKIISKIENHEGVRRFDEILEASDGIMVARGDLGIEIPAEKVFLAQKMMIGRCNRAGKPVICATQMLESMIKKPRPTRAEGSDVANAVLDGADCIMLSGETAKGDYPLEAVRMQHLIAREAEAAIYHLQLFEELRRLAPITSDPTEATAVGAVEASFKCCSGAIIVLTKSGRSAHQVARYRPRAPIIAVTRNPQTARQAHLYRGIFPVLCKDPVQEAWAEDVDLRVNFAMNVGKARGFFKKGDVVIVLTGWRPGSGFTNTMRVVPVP
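hPK-M2, >95% pure; 0.1 mM ADP / 0.5 mM PEP final; imidazole pH7.2 buffer w/ 7 mM MgCl2, 50 mM KCl; 1 h RT; Kinase-Glo lum. Intermediate enzyme activity for dual inhibitor/activator qHTS.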
RORg inh – blocks mouse ROR gamma transcriptional activity; P51450; Drosophila S2 Gal4-RORgamma UAS-luciferase reporter, 20 h; Potency, µM (series often up to 53.6 µM), inactives show at the highest dose activity change, negative = inhibition, most hits filed as inhibitors; 5.4% of 310,000 active; AID 2551; note: potency is the fitted concentration of half-maximal effect; % is set by controls: 0 for no effect and ±100 for the full control effect; nearly all actives have a fitted effect of over 60% in size
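Compounds are pin-transferred onto Drosophila Schneider cells expressing a copper-inducible Gal4–ROR gamma transactivation domain fusion. After 1 hr, copper sulfate is added to 700 uM final; luciferase is read 20 hr later.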
Gal4-VP16 FLuc – Gal4-VP16 reporter inhibition counter-screen; Potency, µM (titrated, usually from 53.6 µM), for the others: at the highest dose activity, negative = inhibition, most hits filed as inhibitors; 3.5% of 310,000 active; AID 2546; Drosophila S2 Gal4-VP16 UAS-luciferase, luminescence, 20 h;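 note: Gal4-VP16 expression switched on by copper sulfate through the metallothionein promoter; potency is the fitted concentration of half-maximal effect; % is set by controls: 0 for no effect and ±100 for the full control effect; nearly all actives have a fitted effect of over 50% in size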
ELG1 repair inh – inhibitors of ELG1-dependent DNA repair in HEK293T cells | 2.3% of 330,000 active | AID 504467 | Potency, µM (doses to about 46.1 µM), for the others: at the top dose activity change, negative = inhibition, actives largely listed as inhibitors | HEK293T ELG1-luciferase reporter, luminescence, 16 h; DNA damage induced by 5-fluorouridine; note: potency is the fitted concentration of half-maximal effect; % is set by controls: 0 for no effect and ±100 for the full control effect; nearly all actives have a fitted effect of over 55% in size
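Quantitative HTS, concentration-response format. 2,000 cells/well co-treated with 5-fluorouridine and compound, 16 hr in 5% CO2 at 37 °C; ONE-Glo luminescence read after 30 min.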
KCNH2 3.1 inh – blocks the human KCNH2 3.1 channel isoform; U2OS KCNH2 3.1, thallium flux FluxOr; hits give low values; activity change, % (tested at about 1.8 µM); 0.95% of 340,000 active;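 active = maximum activity change below -70%; inconclusive = maximum activity change from -70% to -50%; inactive = maximum activity change above -50%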;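 note: thallium influx rate constant from kinetic fluorescence after stimulation buffer; % is set by controls: 0 for no effect and ±100 for the full control effect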
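Channel expression came from 3.1 mutant virus (1.77 x 10^8 /mL) applied to suspended U2OS cells for 4 h. Flux was tracked with FluxOr dye plus Red40 quencher, and kinetic rate constants normalized to controls.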
Menin MLL FP TR – displaces Texas Red mutant MLL peptide from human menin; 0.23% of 270,000 active; Potency, µM (doses to about 61.6 µM), for the others: at the highest dose FP activity change, negative = inhibition, actives largely listed as inhibitors; Menin + Texas Red MLL mutant peptide, fluorescence polarization; O00255; active = well fitted inhibition curve with a large enough effect in the polarisation, with a control signal flat, not every such curve was filed as active; inconclusive = small, poorly fitted or top-dose-only effect, or effect the other way, or a change in a side signal; inactive = no such curve, though single readings can be large or run the other way; the % refers to the polarisation; note: potency is the fitted concentration of half-maximal effect; % of control where 0% means no effect; many of its hits are not listed in these tables
FLuc modulator – inhibits or activates purified firefly luciferase, miR-21 counter-screen; P08659; 6.9% of 360,000 active; Potency, µM (doses to about 57.5 µM), for the others: top-dose activity change, negative = inhibition, usual class: inhibitors; purified FLuc, Km substrates, luminescence inhibition;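 note: potency is the fitted concentration of half-maximal effect; plate controls were vehicle for no effect and reference inhibitor for full effect; nearly all actives have a fitted effect of over 55% in size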
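Purified P. pyralis luciferase (10nM final) with 10uM D-luciferin and 10uM ATP (Km levels) in 50mM Tris acetate pH 7.5, 10mM Mg acetate, 0.01% Tween-20, 0.05% BSA; qHTS 6-point titration, ~60 µM downward; luminescence read.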
Mito fusion yeast – blocks mitochondrial division or promotes mitochondrial fusion | S. cerevisiae fusion-defective mutant growth rescue, CellTiterGlo 48 h | Potency, µM (titrated, usually from 46.1 µM), for the others: top-dose growth rescue (activation), most hits filed as activators | 0.23% of 320,000 active | AID 485298;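 note: potency is the fitted concentration of half-maximal effect; % of control where 0% means no effect; nearly all actives have a fitted effect of over 45% in size; temperature-sensitive fusion mutants such as fzo1-1 at 37 °C on non-fermentable ethanol glycerol medium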
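Luminescent cell viability in 1536-well qHTS format served as the measure of rescued growth in ts fusion-mutant S. cerevisiae cultured on non-fermentable YPEG for 48 hours at 37C.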
MBNL1 CUG block – MBNL1-poly(CUG) RNA binding inhibition; TR-FRET MBNL1-His/biotin-(CUG)12 binding, 665/545 ratio; Q9NR56; AID 2675; 0.036% of 280,000 active; Potency, µM (titrated, usually from 57.5 µM), for inactives: at the top dose activity change, negative = inhibition, hits mostly inhibitors; active = well fitted inhibition curve with a large enough effect in the signal ratio, with a control signal flat, not every such curve was filed as active; inconclusive = small, poorly fitted or top-dose-only effect, or effect the other way, or a change in a side signal; inactive = no such curve, though single readings can be large or run the other way; the % refers to the signal ratio; note: potency is the fitted concentration of half-maximal effect; % is set by controls: 0 for no effect and ±100 for the full control effect
Target sequence (Q9NR56 whole entry, looked up): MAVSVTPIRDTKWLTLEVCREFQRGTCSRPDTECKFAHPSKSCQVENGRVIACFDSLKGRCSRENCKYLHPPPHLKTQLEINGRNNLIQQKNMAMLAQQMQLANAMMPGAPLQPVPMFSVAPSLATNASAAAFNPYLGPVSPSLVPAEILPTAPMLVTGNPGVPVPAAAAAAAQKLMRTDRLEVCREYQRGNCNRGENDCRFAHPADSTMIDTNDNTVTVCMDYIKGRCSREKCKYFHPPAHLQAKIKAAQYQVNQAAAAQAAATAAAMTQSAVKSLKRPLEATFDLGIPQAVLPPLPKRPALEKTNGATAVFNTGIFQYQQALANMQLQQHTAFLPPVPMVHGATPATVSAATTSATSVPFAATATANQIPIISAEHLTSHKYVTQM
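His-tagged MBNL1 binding to biotinylated (CUG)12 RNA was measured by TR-FRET using terbium anti-His antibody (0.055 ng/ul final) and streptavidin-XL665 (5 nM final). Compounds were titrated 92 nM to 58 uM; 60 min at room temperature.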
NPC1 prom act – activators of NPC1 promoter. Huh7 NPC1 promoter luciferase reporter, 24 h. Potency, µM (highest dose often 9.22 µM), without a hit: at the top dose activation, most hits filed as activators. 2.4% of 320,000 active;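 note: potency is the fitted concentration of half-maximal effect; % of control where 0% means no effect; nearly all actives have a fitted effect of over 60% in size; reporter is driven by a mutant NPC1 promoter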
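Huh7 cells stably carrying NPC1 promoter–luciferase, plated in Opti-MEM with 10% FBS for 2 h, were exposed to compound in DMSO for 24 h at 37 °C; luciferase reagent was added for 10 min and luminescence read.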
* = called active by the depositor; ? = inconclusive; · = not tested or not shown; [ ] = dose if it differs, or a comment. Unless noted, calls come from the whole dose curve; as a rule, active = well fitted curve in the direction sought with a large enough effect; inconclusive = small, poorly fitted or top-dose-only effect, or another doubt; inactive = no such curve, though single readings can be large; an effect the other way counts as inactive or inconclusive. Not all compounds are listed; count on the stated rates, not on these rows.

SMILES	Rab9 prom act	PKM2 act	RORg inh	Gal4-VP16 FLuc	ELG1 repair inh	KCNH2 3.1 inh	Menin MLL FP TR	FLuc modulator	Mito fusion yeast	MBNL1 CUG block	NPC1 prom act
COc1ccc(NC(=O)CN2CCN(CC(=O)Nc3ccccc3Cl)CC2)cc1	3%	2%	6%	-2%	?	-85*	?	0%	-6%	-8%	1%
COc1ccc(Br)cc1S(=O)(=O)NNC(=O)c1c(C)nc2ccccn12	0%	0%	40%	-4%	-14%	7	0%	-2%	-5%	3%	-2%
O=S(=O)(NCCc1ccccc1)c1cccc2nsnc12	-4%	7%	-15%	18%	-13%	-12	3%	0%	-3%	?	-4%
CC1(C)CC(=O)C=C(NNC(=O)c2ccccc2O)C1	3.2µM*	-14%	13µM*	11µM*	?	6	12%	0.85µM*	-4%	-4%	?
COc1ccccc1NC(=O)Cc1noc(CSc2nnc(C(F)(F)F)n2C)n1	5%	-9%	-1%	2%	0%	-4	-16%	-1%	-12%	-3%	1%
NN1C(=O)/C(=C\c2ccco2)SC1=S	12%	?	3%	14%	5%	-8	·	?	7%	·	2%
Cc1ccc(CN(Cc2ccco2)C(=S)NCC(=O)NCc2cccnc2)cc1	-6%	-7%	0%	5%	?	-3	-3%	-8%	4%	4%	-6%
CCOc1ccccc1CN1CCN(Cc2cccc3c2OCO3)CC1CCO (stereo unspecified)	-11%	-4%	1%	-2%	5%	-17	-4%	0%	0%	2%	-6%
O=C1NCCN1c1ncc([N+](=O)[O-])s1	-3%	·	-4%[16.9 µM]	1%[17 µM]	0%	15	0%[24.8 µM]	7%	1%	·	2%
COCCNC(=O)/C(C#N)=C/c1ccc(O)cc1	-1%	-11%	10%	?	?	2	·	?	0%	?	0%
Nc1nc(NCc2ccco2)nc(N2CCOCC2)c1[N+](=O)[O-]	0%	-1%	21%	-3%	?	11	·	3%	8%	4%	-6%
C=C(C)C1CC=C(CN2CCC(O)CC2)CC1 (stereo unspecified)	-4%	-4%	-4%	-5%	8%	21	-10%	3%	-1%	-6%	-1%
CCOc1ccc(C(=O)CSCC(=O)O)cc1	1%	9%	-34%	-12%	17%	9	-1%	?	-1%	·	3%
COC(CNC(=O)c1ccc2c(c1)ncn2-c1cc(C)cc(C)c1)OC	2%	·	9%	-15%	12%	8	?	-1%	-7%	1%	2%
O=C(CCN1C(=O)/C(=C/c2cccc(Br)c2)SC1=S)NNC(=O)c1cccnc1	3%	4%	23%	12%	13%	-12	?	-14%	0%	21%	-4%
COC(=O)c1ccc(NC(=S)Nc2cccc(C)n2)cc1	11%	-2%	2µM*	7.1µM*	1%	13	1%	-1%	-2%	-2%	-2%
O=C(CC1C(=O)NCCN1Cc1ccccc1C(F)(F)F)NC1CCCCC1 (stereo unspecified)	-2%	5%	0%	-10%	20%	-12	?	3%	-18%	-1%	1%
Cc1cc(C)c(S(=O)(=O)Nc2ccc(N3CCOCC3)cc2)c(C)c1	-1%	0%	7%	-2%	-4%	-31	·	-1%	3%	-2%	0%
O=c1cc(CN2CCN(c3ccc(F)cc3)CC2)c2cc3c(cc2o1)CCCC3	-5%	-1%	-9%	-3%	0%	8	-15%	-5%	-4%	-13%	-2%
O=c1[nH]c(C2CCCN(S(=O)(=O)c3ccccc3Cl)C2)nc2c1nnn2Cc1ccc2c(c1)OCCO2 (stereo unspecified)	-2%	·	17%	5%	?	8	·	2%	4%	-5%	-1%
CCOc1ccc(OCCOCCN2CCOCC2)cc1	10%	-3%	35%	16%	-7%	-20	-4%	-1%	0%	-1%	0%
COc1ccc(C(=O)CSc2nnc(-c3ccco3)o2)cc1	-7%	1%	-19%	1%	4%	-7	12%	-2%	0%	9%	1%
O=C(O)c1nn(-c2ccc(F)cc2)ccc1=O	0%[1.84 µM]	·	0%	-10%	3%	-8	-3%	-1%	-13%	-11%	-9%
COc1cccc2c(N/N=C/c3ccc(O)c(O)c3)cc(C)nc12	26%	-1%	?	5%	?	5	0%	?	-4%	-4%	?
CC1CC(C)CN(C(=O)COC(=O)C2CCN(S(=O)(=O)c3c(Cl)cccc3Cl)CC2)C1 (stereo unspecified)	0%	·	·	·	6%	-3	·	0%	24%	·	12%
O=c1[nH]n2c(-c3ccccc3)nc(O)c2c2ccccc12	17%	-2%	1%	5%	4%	2	9%	?	4%	4%	-1%
O=C(NNS(=O)(=O)c1ccc(C(=O)NC2CCCC2)cc1)c1ccncc1	-1%	·	-12%	-2%	-5%	-16	6%	7%	-1%	-6%	-1%
COc1ccc2nc(NC(=O)c3cccc(OCc4c(C)noc4C)c3)sc2c1	5%	-3%	11µM*	?	26µM*	-21	?	1.5µM*	8%	0%	-9%
Cc1ccc(NC(=O)COC(=O)C2CC2C)c(S(=O)(=O)N2CCCCC2)c1 (stereo unspecified)	-4%	-3%	1%	-2%	-12%	15	-1%	5%	-6%	4%	1%
Cc1ccc(N(CC(=O)Nc2cc(Cl)ccc2Oc2ccccc2)S(C)(=O)=O)c(C)c1	0%	2%	14%	3%	-4%	7	-5%	2%	-6%	0%	-4%
CN1C(=O)CS/C1=N\NC(=O)COc1cccc2cccnc12	15%	13%	1%	-16%	-5%	4	14%	-20%	7%	-12%	19%
CCOC(=O)c1ccccc1-n1nnnc1C	-6%	-1%	3%	4%	?	-13	·	-1%	1%	-3%	0%
CCOC(=O)c1cc2c(=O)n3cc(C)ccc3nc2n(Cc2cccnc2)c1=N	4%	0%	3%	-3%	-2%	·	0%	0%	0%	16%	1%
Cc1cccc(OCCCN2CCOCC2)c1C	6%	6%[11.5 µM]	20%	-16%	9%	-12	-7%	-9%	3%	0%	0%
Cc1nc2ccccc2c(C)c1C(=O)c1ccc(F)cc1	-18%	-1%	-4%	11%	15µM*	-3	?	-6%	1%	-5%	6%
Cc1ccc(S(=O)(=O)Oc2ccc(/C=C(/NC(=O)c3ccccc3)C(=O)NCC(=O)O)cc2)cc1	1%	-3%	-4%	5%	7%	9	?	-5%	0%	-4%	0%
O=C(Nc1cccc(Cl)c1Cl)C1CCN(c2ncccn2)CC1	3%	7%	13%	-1%	?	11	13%	4%	-1%	-2%	-1%
CCOC(=O)c1cc(C)n(Cc2ccccc2)c1C	10%	-4%	3%	1%	22%	4	0%	?	5%	-9%	10%
Cc1ccc(S(=O)(=O)N2CCCN(C)c3nc4ccccc4nc32)cc1	-5%	·	·	·	?	-10	·	-5%	19%	·	-1%
Cc1[nH]n(-c2ccc(Cl)cc2)c(=O)c1N=Nc1cccnc1	?	-2%	?	0%	?	2	·	?	7%	-16%	?
Cc1ccccc1NC(=S)N(CCc1c(C)[nH]c2ccc(F)cc12)Cc1ccncc1	-5%	3%	8%	2%	?	-4	2%	2%	-1%	9%	0%
COc1ccccc1N(CC(=O)NCCc1ccccc1)C(=O)CCC(=O)Nc1cc(C)ccn1	-5%	-6%	-1%	-12%	-4%	11	?	0%	4%	2%	0%
CC(OC(=O)C1=COCCO1)C(=O)Nc1ccc(Cl)cn1 (stereo unspecified)	2%	·	·	·	-1%	7	·	4%	-4%	·	3%
Cc1ccc(C(C)C)c(OCCN)c1	-8%	13%	-15%	-4%	-5%	-5	0%	0%	-14%	10%	-1%
CC1OC(O[C@H]2CC[C@]3(C)C4C=C[C@]56OC[C@@]7(CC[C@@H](C)[C@H](C)C75)[C@H](O)C[C@@]6(C)[C@]4(C)CC[C@H]3C2(C)C)C(OC2OC(CO)C(O)C(O)C2OC2OCC(O)C(O)C2O)C(O)C1O (stereo partly specified)	-16%	-1%	1.8µM*	-21%	2%	·	·	0%	26%	3%	-9%
N#C/C(=N\Nc1ccccc1Cl)C(=O)c1ccccc1	9%	-1%	?	-13%	6%	9	?	?	4%	3%	-1%
O=c1c(Cl)c(NCc2ccc(F)cc2Cl)cnn1C12CC3CC(CC(C3)C1)C2	0%	0%	11%	0%	4%	-5	-15%	?	4%	1%	1%
CC(C)NC(=O)/C(=C\c1cccc([N+](=O)[O-])c1)NC(=O)c1ccccc1	-1%	-8%	4%	-4%	5%	-4	-1%	2%	0%	?	5%
